From PubChem
CHRM1 agonist: human M1 muscarinic receptor agonists, primary screen, Fluo-8 calcium fluorescence, CHO-K1 cells, HTS; CHO-K1 hM1, agonist mode; 0% DMSO, 100% acetylcholine EC100; Muscarinic acetylcholine receptor M1 (Homo sapiens), P11229; activation, % at 3 µM; hit rate 0.33% among 360,000; AID 588814, 2011;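 active = activation above the run's mean compound activation plus 3 SD, cut at about 16% in these data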;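 note: peak over basal fluorescence ratio within a 140 s kinetic read after compound addition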
TAAR1 antag: human TAAR1 antagonists, primary screen, Fluo-8 calcium fluorescence, CHO RD-HGA16 cells | AID 624466, 2012 | inhibition, % at 3 µM | Trace amine-associated receptor 1 (Homo sapiens), Q96RJ0 | antagonist | hit rate 1.5% among 360,000;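 active = inhibition above a per-plate cutoff, the mean inhibition of test compounds on that plate plus 3 SD, cut at about 49% in these data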;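 note: 0% = DMSO plus EC80 beta-PEA response and 100% = DMSO alone without agonist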
Target sequence (Q96RJ0 whole entry, looked up): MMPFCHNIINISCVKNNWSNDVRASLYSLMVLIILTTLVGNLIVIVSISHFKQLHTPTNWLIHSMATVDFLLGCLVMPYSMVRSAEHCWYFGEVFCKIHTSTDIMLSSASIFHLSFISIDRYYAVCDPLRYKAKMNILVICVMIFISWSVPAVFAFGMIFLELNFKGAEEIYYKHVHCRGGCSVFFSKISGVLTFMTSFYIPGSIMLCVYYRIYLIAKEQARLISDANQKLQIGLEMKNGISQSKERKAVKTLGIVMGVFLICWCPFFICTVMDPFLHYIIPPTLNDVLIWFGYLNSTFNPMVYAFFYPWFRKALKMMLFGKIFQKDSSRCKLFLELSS
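Test system: CHO RD-HGA16 cells bearing hTAAR1 | Reagent: β-PEA, EC80 | Compound dosing: 3 µM, single point | Schedule: Dye loading 75 min at 37 °C, then 30 min room temperature | Signal: Calcium fluorescence with Fluo-8 | Evaluation: Percent inhibition of PEA-evoked calcium signal, max/basal emission ratio | Control set: DMSO-only wells and EC80 β-PEA-stimulated wells | Repeats: Singlicate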
OXTR potentiate: human OXTR potentiators, primary screen, fluorescence, CHO-OTR cells, Fluo-8 calcium | Oxytocin receptor (Homo sapiens), P30559 | activation, % at 3 µM | hit rate 0.061% among 320,000 | AID 2445, 2010 | Fluo-8 calcium fluorescence, potentiator mode; 0% = oxytocin EC15, 100% = EC100;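 active = activation above that plate's cutoff, the mean activation of tested compounds plus 3 SD, cut at about 6.6% in these data, passing the limit was not always enough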;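 note: 100% uses oxytocin at 75 nM as the full agonist control; some results filed as inactive read as strong as hits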
Target sequence (P30559 whole entry, looked up): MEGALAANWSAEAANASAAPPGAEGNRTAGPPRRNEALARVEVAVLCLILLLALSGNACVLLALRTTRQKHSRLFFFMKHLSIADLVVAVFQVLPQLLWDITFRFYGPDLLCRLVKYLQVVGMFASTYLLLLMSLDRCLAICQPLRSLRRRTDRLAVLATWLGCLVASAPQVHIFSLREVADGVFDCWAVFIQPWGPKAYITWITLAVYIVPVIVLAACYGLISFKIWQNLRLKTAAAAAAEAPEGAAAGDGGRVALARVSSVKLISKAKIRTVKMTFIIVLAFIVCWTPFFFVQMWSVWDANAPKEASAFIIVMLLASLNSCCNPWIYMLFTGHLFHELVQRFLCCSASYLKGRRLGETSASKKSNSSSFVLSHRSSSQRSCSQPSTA
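Material: CHO-OTR cells, human receptor; compound dosing: single dose, 3.0 µM nominal final compound concentration; schedule: 6 min compound pre-incubation at room temperature, 100 s kinetic read; measured by: kinetic Fluo-8 calcium fluorescence; read-out basis: % activation vs EC15 and EC100 oxytocin; controls: EC15 oxytocin alone as 0%, 75 nM oxytocin as 100%; replicates: singlicate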
TAAR1 ag: human TAAR1 agonists, primary screen, Fluo-8 calcium fluorescence, CHO RD-HGA16 cells; Trace amine-associated receptor 1 (Homo sapiens), Q96RJ0; vehicle wells 0%, saturating PEA agonist 100%; activation, % at 3 µM; hit rate 0.99% among 360,000;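 active = activation above the mean activation of all test compounds in the run plus 3 SD, cut at about 38% in these data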
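Test system: RD-HGA16 (CHO) cells co-expressing Gα16 and hTAAR1; dosing: one-point dosing at 3 µM (nominal); timing: 17-24 h seeding, 75 min 37 °C dye, 30 min RT; signal: kinetic Fluo-8 calcium fluorescence; read-out basis: % activation relative to PEA EC100 response; controls: DMSO and PEA EC100; replicates: n 1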
M1 PAM: human M1 muscarinic receptor positive allosteric modulators, primary screen, CHO-K1 cells, Fluo-8 calcium fluorescence, 1536-well | Muscarinic acetylcholine receptor M1 (Homo sapiens), P11229 | CHO-K1 hM1, ACh EC20; 0% = ACh EC20, 100% = maximal ACh | activation, % at 3 µM | hit rate 0.088% among 360,000 | AID 588819, 2011; in the data active = activation above about 19%, passing the limit was not always enough
CHO parental Ca: ATP-evoked calcium signal inhibitors, parental CHO, primary screen, counter-screen for OX1R antagonist project, cell-based, fluorescence, Fluo-8 calcium dye. parental CHO-K1, ATP-induced calcium, Fluo-8 fluorescence. AID 463079, 2010. inhibition, % at 5.6 µM. hit rate 0.63% among 330,000;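 active = inhibition above that plate's mean sample inhibition plus 3 SD, cut at about 26% in these data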;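 note: 0% = ATP-challenged DMSO wells and 100% = DMSO wells without ATP; some compounds past the cut are filed as inactive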
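material = parental CHO cells | also added = ATP as calcium-mobilizing challenge | dosing = single point at 5.6 µM | detection = intracellular calcium via Fluo-8 no-wash fluorescent dye | read-out = % inhibition | benchmarks = low control ATP plus DMSO, high control DMSO only | repeats = one well per compound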
OXTR agonist: human OXTR agonists, primary screen, fluorescence, CHO-OTR cells, Fluo-8 calcium; Oxytocin receptor (Homo sapiens), P30559; Fluo-8 calcium fluorescence; normalized: DMSO 0%, oxytocin 100%; activation, % at 3 µM; hit rate 0.32% among 320,000;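 active = activation above the mean of all tested compounds plus 3 SD, cutoff set per screening run, cut at about 20% in these data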;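 note: peak over basal fluorescence ratio from a 100 s FLIPR kinetic read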
V1R ag counter: agonists of human V1a receptor, primary screen, counter-screen for OXTR agonist project, fluorescence, CHO-V1R cells | Vasopressin V1a receptor (Homo sapiens), P37288 | Fluo-8 calcium fluorescence, agonist mode; 0% DMSO, 100% 3 nM vasopressin | activation, % at 3 µM | hit rate 0.25% among 320,000 | AID 2797, 2010;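 active = activation above the mean activation of all tested compounds plus 3 SD, per screening run, cut at about 20% in these data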;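 note: signal is peak over basal fluorescence ratio across a 100 second FLIPR read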
CHRM1 antagonist: human M1 muscarinic receptor antagonists, primary screen, CHO-K1 cells, Fluo-8 calcium fluorescence, 1536-well | CHO-K1 hM1, ACh EC80 antagonist | Muscarinic acetylcholine receptor M1 (Homo sapiens), P11229 | hit rate 1.3% among 360,000 | AID 588852, 2011 | inhibition, % at 3 µM;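 active = percent inhibition above its own plate's cutoff, namely the mean of that plate's compound wells plus 3 SD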;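 note: peak over basal fluorescence ratio during 140 s after agonist addition; 0% = ACh EC80 plus DMSO and 100% = DMSO alone without agonist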
Numbers without * were called inactive; / = no result given. Some of the compounds tested. The share of hits here may be higher or lower than overall.

Every second line gives: CHRM1 agonist	TAAR1 antag	OXTR potentiate	TAAR1 ag	M1 PAM	CHO parental Ca	OXTR agonist	V1R ag counter	CHRM1 antagonist
- C[C@H]1O[C@@H](OC2CC[C@]3(C=O)[C@H]4CC[C@]5(C)[C@@H](C6=CC(=O)OC6)CC[C@]5(O)[C@@H]4CC[C@]3(O)C2)CC2OC(C)(C)OC21 (stereo not given in full)
 : -4	-7	2	0	12	-9	1.2	2.4	-25
- COC(=O)C1=C(c2cccc(OCc3ccccc3)c2)C[C@@H]2CC[C@H]1N2C(=O)NCc1ccc(OC)c(OC)c1
 : -8	11	3	2	2	-32	0.2	1.7	-4
- O=C(CCNC(=O)N1C[C@H]2C[C@@H](C1)c1cccc(=O)n1C2)Nc1ccc(F)cc1
 : -2	-6	-2	1	10	0	-1.1	-0.4	-12
- CC(=NCC1CCCO1)c1c(O)n(C2CCCCC2)c(=O)[nH]c1=O (stereo not given)
 : 0	-25	-5	0	-7	-19	-0.6	-1.9	7
- O=c1[nH]c2ccccc2c(=O)n1-c1cccc(Cl)c1
 : -1	-1	-4	10	5	2	0.2	0.5	-30
- CC1=C(C(=O)O)N2C(=O)C(NC(=O)Cc3ccccc3)C2SC1 (stereo not given)
 : -1	-28	-4	0	10	1	-0.3	1.8	-11
- CCN(CC)CCOC(=O)c1ccc(N=Cc2c(O)[nH]c(=O)[nH]c2=O)cc1
 : -7	-6	6	2	-15	15	2.7	2.2	22*
- CN1C2CCC1CC(=NO)C2
 : -6	-4	-8	1	1	-2	-0.6	1.4	-10
- Cc1cc(C(=O)NP(=O)(N2CCOCC2)N2CCOCC2)c(C)n1C1CC1
 : 0	-13	-2	5	6	-4	0.7	0.9	-11
- Cc1c(C=O)c2ccccc2n1Cc1ccccc1
 : -1	-10	-4	3	-1	-13	-1.4	-0.9	1

Exported bar-delimited: part of the list above.
Structure | CHRM1 agonist | TAAR1 antag | OXTR potentiate | TAAR1 ag | M1 PAM | CHO parental Ca | OXTR agonist | V1R ag counter | CHRM1 antagonist
CCN(CC)CCOC(=O)c1ccc(N=Cc2c(O)[nH]c(=O)[nH]c2=O)cc1 | -7 | -6 | 6 | 2 | -15 | 15 | 2.7 | 2.2 | 22*
CN1C2CCC1CC(=NO)C2 | -6 | -4 | -8 | 1 | 1 | -2 | -0.6 | 1.4 | -10

More results follow.
Every second line gives: CHRM1 agonist	TAAR1 antag	OXTR potentiate	TAAR1 ag	M1 PAM	CHO parental Ca	OXTR agonist	V1R ag counter	CHRM1 antagonist
- COc1ccccc1N1CCN(Cc2cccc(OC)c2O)CC1
 : -12	13	-9	8	-3	-17	-0.4	-0.2	-5
- C[C@]12CCC(=O)C=C1CC[C@@H]1C2[C@H](O)C[C@]2(C)C(=O)CCC12 (stereo not given in full)
 : -5	-10	-8	0	5	7	-0.2	0.0	-4
- COc1ccc(-n2nnnc2C(c2ccccc2OC(F)(F)F)N2CCC(n3c(=O)[nH]c4ccccc43)CC2)cc1 (stereo not given)
 : 5	31	/	0	5	/	/	/	-12
- Cc1ccc(-c2cc(-c3ccccc3)cc(-c3ccccc3)[n+]2-c2ccccc2)cc1
 : -2	104*	-12	34	-33	74*	8.9	1.9	78*
- COc1ccc(OCC(=O)N2CCN(Cc3ccc(SC)cc3)CC2)cc1
 : -4	-15	-18	1	0	-8	3.6	5.9	5
- CC1CCC(NCC(O)c2ccccc2)CC1 (stereo not given)
 : -7	-4	-5	1	1	-2	-1.0	-0.2	-3
- c1ccc(C2OCCN3CCCCC23)cc1 (stereo not given)
 : -11	-9	-7	3	5	-11	0.0	-0.1	-6
- COc1cc2c(cc1O)[C@@H]1Cc3ccc(OC)c(O)c3CN1CC2
 : -3	-18	-1	12	7	-3	1.4	1.7	-32
- COc1ccc2c(c1O)[C@]13CCN(C)[C@H](C2)[C@@H]1CCC(=O)C3
 : -5	-4	3	2	6	-7	0.1	-0.5	-12
- Cc1cccn2c(=O)c3c(nc12)N1CCC(Cc2ccccc2)CC1C1(C3)C(=O)N(C)C(=O)N(C)C1=O (stereo not given)
 : 0	0	-19	3	11	-22	-0.6	1.6	-13
- CC12CCC3C(CCC4C/C(=N/O)CCC43C)C1CCC2O (stereo not given)
 : -9	-4	-7	13	10	-5	-0.1	0.8	-10
- CCOC(=O)C1=C(N)OC2=C(C(=O)CCC2)C12C(=O)N1c3c(ccc(C)c32)C(C)=CC1(C)C (stereo not given)
 : -2	1	-5	1	3	-27	-1.7	-0.6	4
- CN(C)c1ccc(P(=S)(N(C)C)N(C)C)cc1
 : -11	-8	-5	9	3	-16	-1.7	-1.2	-6
- O=C(N/N=C/c1c(O)n(C2CC2)c(=S)[nH]c1=O)c1ccccc1O
 : 0	-6	-8	2	13	-1	-0.3	0.4	-9
- CC(=O)[C@@]1(O)CC[C@H]2[C@@H]3CC=C4C[C@@H](O)CC[C@]4(C)[C@H]3CC[C@@]21C
 : 0	8	-9	1	0	-6	-0.1	-0.3	-23
- CCCCCCN=C(C)c1c(O)n(CCCC)c(=O)[nH]c1=O
 : -2	5	-1	3	8	-12	-1.9	0.2	-12
- CCN(CC)c1ccc(/C=C2\C(=O)NC(=O)N(CC3CCCO3)C2=O)cc1 (stereo not given)
 : -7	4	0	29	11	-10	-0.4	-0.2	-5
- CN1CCC2(CC1)CC(NC=O)c1ccccc1O2 (stereo not given)
 : -15	-6	-11	10	3	-11	-1.4	0.5	1
- CCOC(=O)c1[nH]c(C)c(C(=O)N2CCC3(CC2)OCCO3)c1C
 : -3	7	-8	10	1	2	0.4	0.3	-3
- C=CP(=O)(O)c1ccccc1
 : -1	-9	0	5	-3	-6	0.6	1.3	-14
- OC1(c2ccccc2)CCNC2CCCCC21 (stereo not given)
 : 2	-4	-3	3	12	-17	-1.1	2.5	3
- C#CCN1CCN(c2ccc(F)cc2)CC1
 : -1	-18	-4	0	11	-7	-0.3	-0.9	-8
- COC(=O)C1=CO[C@H](C)[C@H]2CN3CC[C@@]4(C(=O)Nc5ccccc54)[C@@H]3C[C@H]12
 : -2	14	1	-1	1	-20	-1.3	0.8	-6
- Cc1cccc(CCNCc2cc3cccc(C)c3[nH]c2=O)c1
 : -3	8	/	20	-5	/	/	/	-3
- C=C(CO)CC1CC(O)[C@]2(C)OC3CC4OC5C[C@]6(C)O[C@]7(C)CCC8OC9C[C@]%10(C)OC%11C(C)=CC(=O)OC%11CC%10OC9C[C@@H](C)C8OC7CC6O[C@]5(C)C/C=C\C4OC3CC2O1 (stereo not given in full)
 : 0	-4	8	0	9	-22	0.3	1.1	-3
- CCOC(=O)c1ccc(N=C(CC)c2c(O)n(C)c(=O)n(C)c2=O)cc1
 : -6	-8	2	-1	2	-20	0.8	0.1	-8
- COP(=S)(OC)SCn1nnc2ccccc2c1=O
 : -3	-8	/	7	4	/	/	/	-15
- O=C(Cn1ncc2c3ccccc3n(Cc3cccc(Cl)c3)c2c1=O)N1CCC2(CC1)OCCO2
 : 7	7	-5	11	18	-22	0.0	0.5	-17
- Cc1ccc(CN2CCCN(Cc3ccc(Cl)cc3)S2(=O)=O)cc1
 : -1	7	-11	1	10	-12	-0.6	-0.4	-6
- C=CCNC(=S)N1Cc2cc(Br)ccc2-n2nncc2C1
 : -8	-8	/	2	3	/	/	/	-6
- O=C1CN(O)C(c2ccccc2Cl)=c2cc(Br)ccc2=N1
 : -3	-6	-2	2	6	1	0.6	0.1	-3
- O=c1c2ccccc2nc(/C=C/c2ccc(O)c(O)c2)n1-c1ccccc1
 : 6	34	-1	16	13	-4	7.4	5.6	-9
- CCN(CC)CCOC(=O)c1cc2cc(COC)ccc2o1
 : -6	/	-4	/	2	6	1.5	0.1	-7
- Cc1nc2c(c(=O)[nH]1)C(c1ccc([N+](=O)[O-])cc1)c1c(c3ccccc3oc1=O)O2 (stereo not given)
 : /	/	-1	/	/	10	0.1	-1.8	/
- O=C(Nc1cccc(Cl)c1)OCC#CCN1CCCC1
 : 45*	11	/	12	-23	/	/	/	62*
- O=C(c1cc([N+](=O)[O-])ccc1N1CCNCC1)N1CCOCC1
 : -8	4	-3	5	1	-11	0.1	-0.5	0
- CCOP(=S)(NN(Cc1ccccc1)C(=O)c1ccccc1)OCC
 : -9	-6	-1	-2	5	-24	-2.8	-0.6	-12
- Cc1ccc(C(c2nnnn2Cc2ccccc2)N2CC=C(c3ccc(F)cc3)CC2)cc1 (stereo not given)
 : -7	-2	-5	8	-5	-13	-0.9	0.4	-18
- NC1=Nc2ccccc2Oc2ccccc21
 : -3	16	-3	40*	11	-15	2.0	-0.3	-9
- COC(=O)C1=C(c2ccc(S(C)(=O)=O)cc2)C[C@@H]2CC[C@H]1N2C(=O)NCc1ccc(C(F)(F)F)cc1
 : -13	9	-4	0	-1	-18	0.8	0.1	2
